# core106 dimerization – blockers of core106 self-association – biochemical, TR-FRET, triplicate, confirmation (AID 2152); TR-FRET GST-/Flag-core106 dimerization, HTRF; hits give high values; 1% of 2,300 active; inhibition, % at 5 µM;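 active = mean inhibition over three replicate wells above the hit threshold derived in the earlier primary screen, cut at about 45% in these data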;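 note: 0% = DMSO wells and 100% = unlabelled core106 competitor control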
#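 Test system: GST- and Flag-tagged HCV core106 peptides, dimerization via antibody TR-FRET | Medium: HEPES/KF buffer, pH 7.45 | Also added: Eu(K)-anti-GST plus XL665-anti-FLAG antibodies | Times: 4 h incubation, 22.5 °C | Signal: TR-FRET, excitation 340 nm, emission 671 and 617 nm | Evaluation: Percent inhibition from emission ratio | Replication: Triplicate wells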
# * = called active by the depositor. Only part of the results is shown. The share of hits here may be higher or lower than overall.
SMILES,core106 dimerization
COc1ccccc1N1CCN(C(=O)c2cc3c(s2)CCC3)CC1,7
CC(C)CN(C(=O)COC(=O)c1cc2c(s1)CCC2)C1CCS(=O)(=O)C1 (centres undefined),11
CC(C)(C)c1ccc(/C([O-])=C(/C(=S)NCc2ccco2)[n+]2ccccc2)cc1,-5
COc1ccc(NS(=O)(=O)c2cccc(C(=O)NNC(=O)c3cccn3C)c2)cc1,20
Brc1cc(Br)c2ncnc(N3CCCCC3)c2c1,40
COc1ccc(C(C(=O)NC2CCCC2)N(C(=O)c2snc(-c3ccc(F)cc3)c2N)c2ccc(OC)cc2)cc1 (centres undefined),14
O=C1/C(=C/c2ccc(F)cc2)SC(=S)N1CC(=O)N1CCCCC1c1cccnc1 (centres undefined),0
CCOc1ccc(N=C2SC(C(=O)Nc3ccccc3C#N)C(N)=C2C(=O)Nc2ccc(Cl)cc2)cc1 (centres undefined),7
Cc1ccc(-c2csc(C3=C(O)CN(NC(=O)c4ccc([N+](=O)[O-])cc4)C3=N)n2)cc1,6
COc1ccc(Cl)cc1NC(=O)c1nnn(CC(=O)Nc2ccc3c(c2)OCO3)c1N,4
NC(=O)c1cc(-c2ccccc2)sc1NC(=O)Cc1ccc(S(=O)(=O)N2CCOCC2)s1,6
Cc1ccccc1N1C(S)=C(C#N)C(=O)NC1c1ccco1 (centres undefined),10
Cc1ccc(-c2cc(C(=O)Nc3ccc(S(=O)(=O)Nc4nccs4)cc3)c3ccccc3n2)c(C)c1,9
COc1cccc(-c2cc(C(=O)NCc3ccco3)c3ccccc3n2)c1,-6
COc1ccc(/C=C(/CC(=O)Nc2ccc(C)cc2)c2nc3ccccc3s2)cc1,-13
O=C(CC1(O)C(=O)Nc2ccccc21)c1ccc(-n2cccc2)cc1 (centres undefined),0
O=C1Nc2ccccc2/C1=C/c1cnc(-c2ccccc2)[nH]1,15
Cc1cccc(NC(=O)CSc2nc3ccc(NC(=O)CSc4nnnn4-c4ccccc4)cc3s2)c1C,-11
CCS(=O)(=O)N1Cc2ccccc2CC1C(=O)Nc1nnc(SCc2ccc(F)cc2)s1 (centres undefined),-3
COc1cccc(CNC(=O)c2cc(S(=O)(=O)N3CCCC3)cn2C)c1,-5
COCc1c(C(=O)OC/C(O)=C(\C#N)c2nc3ccccc3[nH]2)oc2ccccc12,-6
C/C(CC1CC(COCC(C)C)OC1=O)=N\Nc1nc(-c2ccccc2)cs1 (centres undefined),7
CC(=O)c1ccc(S(=O)(=O)Nc2ccc(-c3cn4c(n3)SCC4)cc2)cc1,-4
O=C1Nc2ccccc2/C1=N/c1sc2c(c1C(=O)NCCc1ccccc1)CCCC2,-2
CON(C)S(=O)(=O)c1ccc2c(c1)N(Cc1ccc(C)cc1)C(=O)C1CCCN21 (centres undefined),4
CCOC(=O)Cn1c(=NC(=O)c2sc3ccccc3c2Cl)sc2cc(S(N)(=O)=O)ccc21,6
Cc1ccc(C)c(/C=C(\C(=O)O)c2ccc(S(=O)(=O)N3CCCCC3)s2)c1,16
O=C(CCOc1ccccc1)OCC(=O)c1cc2ccccc2o1,-6
CSc1nc(N(C)CCO)c2sc3nc(-c4ccco4)c4c(c3c2n1)CCC4,-24
CCSc1nnc(NC(=O)C2Cc3ccccc3CN2C(=O)c2ccco2)s1 (centres undefined),10
O=C(Nc1ccc(-c2nc3cccnc3s2)cc1)c1ccco1,3
COc1ccc(N2C=C3C(=O)C(C)(OC(=O)CCc4ccccc4)C(=O)C=C3C=C2c2ccc(C#N)cc2)cc1 (centres undefined),7
CCOC(=O)C1=C(CSc2nc3c(cc2C#N)CN(C)CC3)OC(N)=C(C#N)C1c1ccc(F)cc1 (centres undefined),-6
O=C(NC(=S)Nc1ccc(-c2ccc(CO)o2)cc1)c1cccs1,-8
O=C(/C=C/c1ccco1)NCC(=O)N/N=C/c1ccc([N+](=O)[O-])cc1,-4
CC(=O)Nc1ccc(NC(=O)c2ccc(COc3ccccc3)cc2)cc1,-13
CNc1cccccc1=S,-2
O=C(/C=C/c1cn(-c2ccccc2)nc1-c1cccnc1)c1ccco1,-10
CCN(CC(=O)Nc1c(F)cccc1F)C(=O)c1cccc(-n2cccc2)c1,4
N#Cc1ccc(C23CC4(C2)[C@H](CN(Cc2cccnc2)[C@@H]4c2ccccc2)C3c2ccccc2)cc1 (some centres undefined),-3
O=c1c2ccccc2nnn1CSc1nnc(-c2cccc(S(=O)(=O)N3CCCCC3)c2)o1,-4
CC(C)(C)C(=O)COC(=O)c1c2c(nc3ccccc13)CCC2,-4
CSc1nc(NCCOCCO)c2sc3nc(-c4ccco4)c4c(c3c2n1)CCC4,-10
Cn1c(SCC(=O)NC(=O)NCc2ccco2)nnc1-c1ccccc1,4
CCn1cc(C(=O)NCc2ccco2)c(=O)c2cc(F)c(N3CCN(C(=O)c4ccco4)CC3)cc21,3
O=C(Cc1coc2ccc3ccccc3c12)N1CCN(c2ncccn2)CC1,1
Cc1cc(C)n2c(=O)c3ccc(Cl)cc3nc2c1C#N,-3
Cc1cccc(C(=O)N=c2c(C#N)cc3c(=O)n4cccc(C)c4nc3n2Cc2ccco2)c1,33
COc1ccc(N2CCN(C(=O)c3ccc4c(c3)NC(=O)C(CSCc3cccc(F)c3)N4)CC2)cc1 (centres undefined),30
O=C(Nc1nccs1)c1cc(-c2ccncc2)nc2ccccc12,3
Cc1ccc(-n2nnnc2SCC(=O)Nc2ccc3c(c2)COC3=O)cc1C,3
C/C=C/C=C\C(=O)Nc1cccc(C2=NOC3(C2)C[C@@H](C(N)=O)N(C(=O)/C(C)=C/C)C3)c1 (some centres undefined),-10
N#Cc1c(NC(=O)Cn2c(=O)oc3ccccc32)oc(-c2ccccc2)c1-c1ccccc1,1
O=C(OCc1ccco1)c1ccc(S(=O)(=O)N2CCCCC2)cc1,-1
CCC1=NN2C(=N)/C(=C\c3cccn3-c3ccc(C)cc3C)C(=O)N=C2S1,2
Cc1cc([N+](=O)[O-])cc2c1NC(c1ccccn1)C1CC=CC21 (centres undefined),8
CN(C)S(=O)(=O)c1ccc(C(=O)Nc2cc(S(=O)(=O)Nc3ccccc3Cl)ccc2N2CCCCC2)cc1,5
COc1ccc(NC(=O)NNC(=O)c2ccc(-c3ccccc3)cc2)cc1,-12
O=C(/C=C/c1cccs1)NC(=S)Nc1ccc(S(=O)(=O)Nc2ccccc2C(F)(F)F)cc1,-3
CCOc1ccc2nc(Cl)c(C3CC(c4ccco4)=NN3S(=O)(=O)c3ccccc3)cc2c1 (centres undefined),-1

# Later entries.
SMILES,core106 dimerization
COc1cc(C2C(C#N)=C(N)N(Nc3ccccc3)C3=C2C(=O)CC(C)(C)C3)ccc1OCc1cccc(F)c1 (centres undefined),5
COC(=O)c1cc(Br)c(=O)n(-c2nccs2)c1,15
CCOc1ccc2nc3cc(NCc4ccc(OC)cc4)ccc3c(N)c2c1,4
C/C=C/COC(=O)c1[nH]c2c(c1C)C(=O)CC(c1ccco1)C2 (centres undefined),-3
O=C(CSc1nnc(SCC(=O)c2ccco2)s1)c1ccco1,-1
CCN(c1ccc(OC)cc1)S(=O)(=O)c1nnc(NC(=O)COc2ccc(C)cc2)s1,8
O=C(c1ccc(C#CC2(O)CCCCC2)cc1)N1CCN(C(c2ccccc2)c2ccccc2)CC1,0
Cc1ccc(C(=O)Nc2nc(-c3ccc([N+](=O)[O-])cc3)cs2)o1,-3
O=c1cc(CN2CCN(c3ccccc3)CC2)nc2scc(-c3ccccc3)n12,16
O=C1c2c(O)cccc2Cc2cccc(O)c21,54*
COc1ccc2ccccc2c1/C=N/NC(=S)Nc1cc(S(=O)(=O)N2CCOCC2)ccc1N1CCOCC1,6
Cc1cc(C(=O)CSc2nnc(-c3ccco3)o2)c(C)n1-c1ccc2c(c1)OCCO2,4
CCC(=O)N1CCN(c2ccccc2NC(=O)c2ccc(-c3cccc([N+](=O)[O-])c3)o2)CC1,10
CCCOc1ccc2cc(C(=O)NCc3ccccc3)c(=O)oc2c1,24
Cc1nn(-c2ccccc2)c(N2CCCC2)c1/C=N/NC(=O)c1cc(-c2cccs2)nc2ccccc12,0
COc1ccc2c(c1)C(c1cccs1)=NNC(c1cccnc1)=N2,3
CCOC(=O)COc1ccc2c(=O)c(-c3ccccc3OC)coc2c1,-3
O=C(CC1CCCCC1)N1CCCC(c2nc(-c3ccc(S(=O)(=O)N4CCCC4)cc3)no2)C1 (centres undefined),-3
C#CCSc1nsc(SCC#C)c1C#N,-1
COc1cccc(=O)c2c(C)n(CC(=O)c3ccccc3)c(C)c12,1
O=C(Nc1cc(C(=O)Nc2ccccc2C(=O)O)cc(C(=O)Nc2ccccc2C(=O)O)c1)c1ccccc1,-6
Cc1ccc(S(=O)(=O)NC(=O)c2cc(C)n(-c3cc(S(=O)(=O)N4CCOCC4)ccc3N3CCCC3)c2C)cc1,18
COc1ccc(/C=C2\SC(=O)N(CCNC(=O)Cc3coc4cc(C)ccc34)C2=O)cc1OC,-8
O=C(COC(=O)CCN1C(=O)/C(=C\C=C\c2ccccc2)SC1=S)Nc1cc(F)ccc1F,-4
CCc1ccc(-c2cc(C(=O)Nc3ccc(S(=O)(=O)NC(C)=O)cc3)c3ccccc3n2)cc1,5
COc1ccc([N+](=O)[O-])cc1NC(=O)CSc1nccc(C)n1,9
O=C(COC(=O)c1n[nH]c2ccccc12)NC(=O)NCc1ccco1,-4
CCOc1ccc(-c2ccc(/C=C3/C(=N)N4C(C)=CSC4=NC3=O)o2)c([N+](=O)[O-])c1,-8
Cc1c(O)cc2c(c1O)C(=O)CC(c1ccc(O)cc1)O2 (centres undefined),13
O=C(O)c1ccccc1/C=N/NC(=O)c1cc(-c2ccco2)nc2ccccc12,11
CC1=NN(c2ccc(C)c(C)c2)C(=O)/C1=C\C=C\c1ccc([N+](=O)[O-])o1,28
CC(C)(C)NC(=O)C(c1c[nH]c2ccccc12)N(C(=O)Cn1nnc(-c2ccc(Cl)cc2)n1)c1ccccc1F (centres undefined),-2
COc1ccccc1/C=C1/C(=O)N(c2cc(C)cc(C)c2)C(c2cccc([N+](=O)[O-])c2)S1(=O)=O (centres undefined),3
COc1ccc(-c2nn(-c3ccccc3)cc2/C=N/NC(=O)c2cccc(S(=O)(=O)Nc3ccccc3Cl)c2)cc1,19
COc1ccccc1-c1coc2c(CN3C(C)CCCC3C)c(O)ccc2c1=O (centres undefined),0
O=c1c2ccccc2c(C=Nc2ccc(S(=O)(=O)N3CCCCC3)cc2)c(O)n1-c1ccc(Cl)cn1,7
c1ccc(CSc2nnc(-c3ccco3)c(-c3ccco3)n2)cc1,9
COc1ccc(OCC(=O)Nc2nnc(-c3ccco3)s2)cc1,3
Cc1cccc(C)c1NC(=O)CSc1nc(C)c(CC(=O)c2ccc(Br)cc2)c(C)c1C#N,31
COc1ccc(CNC(=O)c2ccc(CNc3c(NC4CCCCC4)c(=O)c3=O)cc2)cc1,-6
O=C(C1CCC(Cn2c(=S)[nH]c3ccccc3c2=O)CC1)N1CCN(c2ccccc2)CC1 (centres undefined),0
CCSc1nc2sc3c(c2c2nnc(SCC(=O)NCc4ccco4)n12)CCCC3,4
O=C(O)c1ccc(/C=N/NC(=O)c2cc(-c3ccc4c5c(cccc35)CC4)n[nH]2)cc1,2
CCOC(=O)C1=C(C)N=c2s/c(=C\C(=O)OC)c(=O)n2C1c1ccc(OC)cc1 (centres undefined),-3
CCCC(=O)Nc1ccc(-c2nc3cc(C)c(C)cc3o2)c(O)c1,32
N#Cc1cc(C(=O)c2cc(F)ccc2O)cn(-c2nccs2)c1=O,8
Cc1cccc(N2CC(C(=O)Nc3nnc(SCCN4CCOCC4)s3)CC2=O)c1 (centres undefined),17
c1cc2c3c(cccc3c1)NC1(CCCCC1)N2,5
COc1ccccc1CCNC(=O)c1cc(-c2ccccn2)nc2ccc(Br)cc12,-9
CN(C)S(=O)(=O)c1cc(NC(=O)CN2CCc3ccccc32)ccc1Cl,-2
Cc1ccc(NS(=O)(=O)c2cc(NC(=O)c3ccc4c(c3)NC(=O)CS4)ccc2Cl)c(C)c1,4
COc1ccc(C2C(C#N)=C(SCC(=O)Nc3ccc(C)cc3)NC3=C2C(=O)CC(C)(C)C3)cc1 (centres undefined),1
CCOC(=O)c1sc(Nc2nc3cc4c(cc3s2)OCO4)cc1C,2
CCOc1ccc(-n2c(SCC(=O)Nc3ccc4c(c3)OCO4)nc3ccccc3c2=O)cc1,-3

# Retrieved one by one from the entries so far, 6 records:
SMILES,core106 dimerization
Cc1cccc(N2CC(C(=O)Nc3nnc(SCCN4CCOCC4)s3)CC2=O)c1 (centres undefined),17
CN(C)S(=O)(=O)c1cc(NC(=O)CN2CCc3ccccc32)ccc1Cl,-2
CCOc1ccc(-n2c(SCC(=O)Nc3ccc4c(c3)OCO4)nc3ccccc3c2=O)cc1,-3
COc1ccccc1CCNC(=O)c1cc(-c2ccccn2)nc2ccc(Br)cc12,-9
CCOC(=O)c1sc(Nc2nc3cc4c(cc3s2)OCO4)cc1C,2
c1cc2c3c(cccc3c1)NC1(CCCCC1)N2,5

# A few values from the list.
# Result for COc1ccccc1CCNC(=O)c1cc(-c2ccccn2)nc2ccc(Br)cc12 in core106 dimerization: -9
# Result for CCOC(=O)c1sc(Nc2nc3cc4c(cc3s2)OCO4)cc1C in core106 dimerization: 2
# Result for Cc1ccc(NS(=O)(=O)c2cc(NC(=O)c3ccc4c(c3)NC(=O)CS4)ccc2Cl)c(C)c1 in core106 dimerization: 4
# Result for COc1ccc(C2C(C#N)=C(SCC(=O)Nc3ccc(C)cc3)NC3=C2C(=O)CC(C)(C)C3)cc1 (centres undefined) in core106 dimerization: 1

# Arranged by count of non-hydrogen atoms (ascending): some entries from above
SMILES,core106 dimerization
c1cc2c3c(cccc3c1)NC1(CCCCC1)N2,5
N#Cc1cc(C(=O)c2cc(F)ccc2O)cn(-c2nccs2)c1=O,8
CCOc1ccc(-n2c(SCC(=O)Nc3ccc4c(c3)OCO4)nc3ccccc3c2=O)cc1,-3
